Bioassay records as filed in PubChem.
PRMT1 inh – PRMT1 methyltransferase inhibitors, primary screen, biochemical, fluorescence polarization | Protein arginine N-methyltransferase 1 (Homo sapiens), Q99873 | recombinant PRMT1, activity-based probe fluorescence polarization | inhibition, % at 2.79 µM | actives 1.3% (n = 370,000) | AID 652257, 2013;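 active means inhibition above about 21% made by adding two undisclosed values, limit read from the data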
rCAG binder – binders of r(CAG) RNA repeats, primary screen, biochemical, fluorescence | r(CAG) RNA repeat, TO-PRO-1 dye displacement fluorescence | inhibition, % at 3 µM | actives 1.3% (n = 370,000) | AID 651821, 2012;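 active means inhibition above the plate cutoff, the mean of all test compounds on that plate plus 3 SD, cut at about 35% in these data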;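 further: 0% = DMSO alone and 100% = 100 µM mitoxantrone as full dye displacement; higher means more dye released from RNA so lower well fluorescence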
TDP2 inh – human TDP2 enzyme inhibitors, primary screen, biochemical, epi absorbance, recombinant enzyme; Tyrosyl-DNA phosphodiesterase 2 (Homo sapiens), O95551; T5PNP hydrolysis, p-nitrophenol absorbance 415 nm; inhibition, % at 12.8 µM; actives 0.34% (n = 370,000);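 active means inhibition above the mean of all tested compounds plus 3 SD, set per campaign, cut at about 25% in these data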;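 further: 0% = DMSO with enzyme and 100% = buffer with substrate but no TDP2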
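System – recombinant human TDP2 · Amount – 120 nM TDP2 per well · Buffer or medium – Mg2+-containing Tris-HCl buffer, pH 7.5 · Reagent – T5PNP substrate, 5 mM · Dosing – 12.8 µM single point, 1% DMSO · Incubation – 2 h at 37 °C · Measured by – epi absorbance · Read-out basis – percent inhibition · Benchmarks – high control without enzyme, low control DMSO plus TDP2 · Repeats – singlicate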
TCR-CD3 inh – inhibitors of human TCR-CD3 interaction, primary screen, biochemical, fluorescence, TAMRA-labeled TCR probe. actives 0.37% (n = 360,000). AID 651800, 2012. inhibition, % at 9.4 µM; in the data active means inhibition above about 19%;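 further: recombinant mutant TCR 2C K166C tagged with TAMRA read by polarization; 0% = receptor in buffer alone and 100% = receptor with positive control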
MBD2 DNA inh – inhibitors of MBD2 binding to methylated DNA, primary screen, biochemical, TR-FRET, DNA-binding domain, human; actives 0.31% (n = 370,000); AID 686964, 2013; Methyl-CpG-binding domain protein 2 (Homo sapiens), Q9UBB5; inhibition, % at 4.4 µM; MBD2 binding to methylated oligonucleotide; in the data active means inhibition above about 13%
Target sequence (Q9UBB5 whole entry, looked up, the tested form may be a part): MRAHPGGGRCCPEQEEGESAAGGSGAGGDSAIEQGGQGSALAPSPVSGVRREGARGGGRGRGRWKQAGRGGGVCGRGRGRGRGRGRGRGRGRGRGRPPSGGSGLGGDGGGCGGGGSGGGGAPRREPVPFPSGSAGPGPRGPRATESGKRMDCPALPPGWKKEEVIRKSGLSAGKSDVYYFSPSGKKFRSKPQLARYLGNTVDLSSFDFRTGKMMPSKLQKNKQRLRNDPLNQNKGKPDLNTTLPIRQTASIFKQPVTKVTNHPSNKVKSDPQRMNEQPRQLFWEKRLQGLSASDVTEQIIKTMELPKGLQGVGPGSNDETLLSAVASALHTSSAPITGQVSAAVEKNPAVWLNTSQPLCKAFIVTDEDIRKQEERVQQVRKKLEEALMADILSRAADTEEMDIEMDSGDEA
SIAE primary – human SIAE inhibitors, primary screen, biochemical, fluorescence polarization, FP-Rh probe, 1536-well HTS | AID 1053197, 2014 | actives 0.69% (n = 370,000) | inhibition, % at 9.66 µM | Sialate O-acetylesterase (Homo sapiens), Q9HAT2 | SIAE FP-Rh probe binding;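 active means inhibition above a cutoff: mean of compounds within the control limits plus 3 SD of those, cut at about 17% in these data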;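 further: 0% = plate median of compound wells and 100% = probe without SIAE protein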
HTRA1 inhibitor – HTRA1 serine protease inhibitors, primary screen, biochemical, fluorescence polarization, HTS; recombinant HTRA1, FP-rhodamine activity-based probe; inhibition, % at 5.96 µM; actives 0.5% (n = 340,000); AID 504803, 2011; in the data active means inhibition above about 36%;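 further: 0% = enzyme with DMSO and 100% = wells lacking enzyme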
Target sequence (Q92743 whole entry, looked up): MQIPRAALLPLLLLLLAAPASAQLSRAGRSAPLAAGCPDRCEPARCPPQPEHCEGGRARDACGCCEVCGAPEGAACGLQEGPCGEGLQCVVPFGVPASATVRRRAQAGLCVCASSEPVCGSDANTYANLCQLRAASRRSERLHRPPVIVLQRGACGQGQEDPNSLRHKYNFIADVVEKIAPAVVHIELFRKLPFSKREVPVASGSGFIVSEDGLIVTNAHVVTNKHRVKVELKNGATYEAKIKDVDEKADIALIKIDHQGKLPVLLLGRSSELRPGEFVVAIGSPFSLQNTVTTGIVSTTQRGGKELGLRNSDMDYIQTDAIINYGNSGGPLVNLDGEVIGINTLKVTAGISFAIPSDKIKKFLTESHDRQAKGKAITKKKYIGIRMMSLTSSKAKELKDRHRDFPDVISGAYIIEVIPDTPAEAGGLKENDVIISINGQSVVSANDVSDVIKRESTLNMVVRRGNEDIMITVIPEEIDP
mABHD4 FP – ABHD4 inhibitors, primary screen, biochemical, fluorescence polarization, mouse; (Lyso)-N-acylphosphatidylethanolamine lipase (Mus musculus), Q8VD66; purified mABHD4, FP-Rh probe fluorescence polarization; inhibition, % at 8.92 µM; actives 0.54% (n = 370,000);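 active means inhibition exceeding the mean over every tested compound plus 3 SD, cut at about 30% in these data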;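 further: 0% = plate median of compound wells and 100% = S159A mutant with DMSO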
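Assay system: mABHD4 protein; medium: HEPES pH 7.0, NaCl, Pluronic buffer; dosing: 8.92 µM, single dose; schedule: 45 min + 60 min at 25 °C; signal: FP readout, ex 525 nm / em 598 nm; read-out: normalized percent inhibition of probe labeling; repeats: single replicate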
GC-B act – human GC-B receptor activators, primary screen, HEK293 GC-B cells, cGMP TR-FRET, EC30 CNP | Atrial natriuretic peptide receptor 2 (Homo sapiens), P20594 | 0% at EC30 CNP, 100% saturating CNP | activation, % at 10 µM | actives 0.11% (n = 370,000) | AID 1920062, 2024;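 active means activation at 10 µM reaching about 35% in either raw or pattern-adjusted values, limit read from the data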
LEDGF integ inh – blockers of LEDGF/p75-dependent integrase strand transfer – biochemical, TR-FRET, high throughput, primary screen; TR-FRET IN-LEDGF/p75 DNA integration, Eu/Cy5; inhibition, % at 3.7 µM; actives 0.64% (n = 370,000); AID 743269, 2014;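 active means inhibition above the screen-wide mean plus 3 SD, cut at about 13% in these data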;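 further: signal is the Cy5 over europium emission ratio at 671 and 618 nm; 0% = plate median of compound wells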
* marks the source's active call; other numbers are inactive results; · = no result given. Some of the compounds tested; the hit share may differ from the screen's.

SMILES	PRMT1 inh	rCAG binder	TDP2 inh	TCR-CD3 inh	MBD2 DNA inh	SIAE primary	HTRA1 inhibitor	mABHD4 FP	GC-B act	LEDGF integ inh
Cc1nc(N2CCCCC2)c2sc(=S)n(C)c2n1	0	1	-4	-3	-2	-8	-2	-1	-5	0
CCn1c(=O)c(C(=O)NCCCc2ccccc2)c(O)c2ccccc21	3	9	-8	1	1	1	-31	-2	-8	2
CCN(CC)C(=O)c1ccc(Oc2ccc([N+](=O)[O-])cc2Cl)cc1	3	-6	13	-5	3	-6	-1	1	-5	-2
Cc1cc(C)cc(C(=O)/C=C2\NC(=O)CS2)c1	1	6	5	-4	0	-1	-1	1	5	-1
CCCC(C(=O)NCCc1ccc(S(N)(=O)=O)cc1)c1ccccc1 (stereo unspecified)	4	5	-18	-10	-1	-2	8	5	2	-6
Cc1cc(C(=O)NNC(=O)CCC2CCCCC2)c(C)o1	5	1	-9	3	1	·	0	-1	0	-2
O=C(Cc1ccc(Cl)cc1Cl)NCc1cccnc1	0	2	-3	-1	1	-7	7	2	2	-2
CCNC(=O)CC1C(=O)N(c2ccccc2)C(=O)N1CCOC (stereo unspecified)	-2	-2	-15	5	-2	8	-2	2	7	1
Cc1cc(C(=O)CCC(=O)Nc2ncccc2O)c(C)s1	0	5	-11	-9	-3	4	6	1	-3	5
O=C(Cc1ccccc1)Nc1cccc(N2CCCC2)c1	0	16	-2	-3	-2	5	21	16	-3	-3
CCOc1ccc(C(=O)Nc2c3c(nn2-c2ccc(C)cc2)CS(=O)C3)cc1OCC (stereo unspecified)	-6	0	-9	-13	-2	0	-4	2	4	0
COc1ccc(NS(=O)(=O)c2ccc(NC(=O)c3ccccc3)cc2)nn1	-1	1	7	-10	5	-9	4	-3	-3	-3
CCN(C(=O)CSc1cc(C)c2cccc(C)c2n1)C1CCS(=O)(=O)C1 (stereo unspecified)	4	-1	4	-7	-7	2	2	-2	-5	-1
COc1ccc(NCC(=O)N/N=C/C=C\c2ccccc2)cc1	-2	4	-1	6	-1	16	14	10	3	1
CC(=O)Nc1cccc(C(=O)NNC(=O)c2ccccc2-n2cccc2)c1	2	0	-2	-6	2	0	5	-2	0	-4
COc1cccc(CC(=O)NC2CCCN(Cc3ccccc3F)C2)c1 (stereo unspecified)	3	-7	-14	0	-2	-5	7	5	-1	-2
CCc1noc(C)c1C(=O)Nc1ncc(C)s1	5	-1	3	2	0	0	-2	10	3	-1
CN(C(=O)CSc1nnc(-c2ccccc2F)o1)c1ccccc1	1	-3	-2	7	-1	5	-3	5	0	2
CCCCCC(=O)NNC1CC(=O)N(c2cccc(OCC)c2)C1=O (stereo unspecified)	9	-2	-11	0	8	-1	-6	-7	-6	4
O=C(CSc1nnc(Cc2cc(=O)[nH]c(=O)[nH]2)n1-c1ccccc1)N1CCCCC1	2	1	-4	-7	-2	0	-7	3	-2	-2
O=C(NCC1CCCO1)c1cc([N+](=O)[O-])ccc1Cl (stereo unspecified)	-1	0	12	9	-2	1	5	1	-2	5
COc1ccc(OC)c(NC(=O)c2nnn(Cc3ccccc3C)c2N)c1	-2	3	-1	-1	-3	4	-21	-13	0	-2
COc1ccc(-c2cc([C@H]3[C@H]4C=CC[C@@H](C)[C@@H]4C(=O)N3Cc3ccccc3)ccc2F)cc1	2	7	-5	6	-1	-9	-19	-6	7	-5
Cc1cccc(N2CCN(C(=O)COc3ccc4ccc(=O)oc4c3)CC2)c1C	-2	-2	-7	4	1	1	-4	-1	4	-1
COc1cc(CCC(=O)Oc2ccc(C(C)=O)cc2)cc(OC)c1OC	-3	-9	-6	2	5	-5	7	5	-1	0

A second format for part of the listing above.
Fields: PRMT1 inh	rCAG binder	TDP2 inh	TCR-CD3 inh	MBD2 DNA inh	SIAE primary	HTRA1 inhibitor	mABHD4 FP	GC-B act	LEDGF integ inh
CCc1noc(C)c1C(=O)Nc1ncc(C)s1
  5	-1	3	2	0	0	-2	10	3	-1
O=C(NCC1CCCO1)c1cc([N+](=O)[O-])ccc1Cl (stereo unspecified)
  -1	0	12	9	-2	1	5	1	-2	5
CCN(CC)C(=O)c1ccc(Oc2ccc([N+](=O)[O-])cc2Cl)cc1
  3	-6	13	-5	3	-6	-1	1	-5	-2
CN(C(=O)CSc1nnc(-c2ccccc2F)o1)c1ccccc1
  1	-3	-2	7	-1	5	-3	5	0	2

(more compounds)
SMILES	PRMT1 inh	rCAG binder	TDP2 inh	TCR-CD3 inh	MBD2 DNA inh	SIAE primary	HTRA1 inhibitor	mABHD4 FP	GC-B act	LEDGF integ inh
CC(C)(C(=O)O)n1cncn1	0	-1	1	-2	3	-5	4	0	2	1
Cn1c(-c2ccc(C(F)(F)F)cc2)cc2onc(-c3ccccc3)c2c1=O	-2	1	8	1	0	-2	-4	-4	-3	-1
Cc1cc(/C=C2/C(=O)N(C)C(=S)N2C)c(C)n1C1CC1	8	8	-9	-8	0	2	13	7	-8	3
O=C(O)/C=C/C(=O)NCCc1cccc(Cl)c1	-1	2	6	1	3	1	1	4	2	-2
O=C(CN(c1cccc(Cl)c1)S(=O)(=O)c1ccc(Cl)cc1)N1CCc2ccccc2C1	4	-1	2	2	0	3	-4	-3	5	1
CCOc1ncccc1C(=O)OC(C)C(=O)Nc1ccc(N2CCOCC2)cc1 (stereo unspecified)	8	2	-14	-9	6	7	4	-15	5	-6
COc1ccc(NC(=O)N(C)C[C@H]2Oc3c(NS(=O)(=O)c4ccc(F)cc4)cccc3C(=O)N([C@H](C)CO)C[C@@H]2C)cc1	2	13	9	0	1	7	-1	-2	-3	3
c1ccc(-c2csc3ncnc(NCc4ccccn4)c23)cc1	4	-4	5	-4	5	0	0	4	-4	-3
Cn1c(=O)n(C)c2cc(C(=O)Nc3ccc4c(c3)OCO4)ccc21	-4	-2	-6	5	-5	1	5	7	-4	-3
COc1ccccc1N1CCN(CCN(C(=O)c2ccc(F)cc2)c2ccccn2)CC1	6	-2	-6	-6	9	-1	4	-17	2	-1
COC(=O)c1[nH]c2ccccc2c1NC(=O)c1ccccc1[N+](=O)[O-]	0	1	10	1	-4	6	-7	-1	-1	-4
COc1ccc(C(=O)/C=C/C(=O)N(CC(=O)NC2CCCCC2)Cc2ccccc2OC)c(O)c1	1	0	3	-3	0	0	-1	4	-19	-2
COc1ccc(NC(=O)CSc2nnc(-c3ccncc3)o2)c(OC)c1	0	-3	-8	1	2	4	13	4	-10	-2
CCOC(=O)Cn1ccc(O)c(Cc2ccc(Cl)cc2Cl)c1=O	2	1	-10	-8	2	-3	8	-9	1	-2
O=C1CC(N2CCN(c3ccccc3)CC2)C(=O)N1c1cccc(Br)c1 (stereo unspecified)	4	2	-13	6	4	2	0	-4	8	-1
COC(=O)Nc1ccc(S(=O)(=O)Nc2cccc3ccccc23)cc1	-3	10	-6	-3	-6	-8	-17	-20	-2	4
O=S(=O)(Nc1ccc(F)cc1)c1ccc(NC(=S)Nc2ccccc2)cc1	-1	1	6	12	2	0	-5	-4	-2	-2
Cc1ccc(C(=O)OCC(=O)Nc2ccc(Cl)cn2)cc1S(=O)(=O)N1CCOCC1	-4	0	-24	4	3	-5	3	-2	-6	3
CN(C)C(=O)CSc1ncnc2scc(-c3ccccc3)c12	-1	3	1	3	2	-5	-1	-10	0	0
O=C(NCc1ccccc1)C(c1ccc(F)cc1)N(Cc1ccco1)C(=O)c1ccccn1 (stereo unspecified)	3	-6	-3	-9	9	-4	-2	-18	-8	-1
CCN(CC)c1nc(C)c2c(c1C#N)CC(C)(C)OC2	4	2	-8	-2	4	-1	1	-7	-3	-4
O=C(COC(=O)CNS(=O)(=O)c1ccc(Cl)cc1)NC1CCCCC1	0	-4	4	-5	0	-1	1	2	3	-7
CCCOC(=O)CSc1nnc(-c2ccccc2Cl)o1	-1	-3	9	6	-2	2	-2	-4	1	2
Cc1nonc1OCCNC(=O)C12CC3CC(CC(C3)C1)C2	2	-7	-1	0	7	-4	1	3	0	0
COC(=O)C1=C(C(=O)OC)SC2(S1)C(C(=O)OC)=C(C(=O)OC)SC1=C2c2cc(C)ccc2NC1(C)C	10	1	-4	-3	-1	6	3	-2	-16	-3
CC(C)(C)c1ccc(C(=O)NCC(=O)N2CCNC(=O)C2)cc1	-2	4	-6	9	4	-10	2	3	4	3
CC=CCn1c(SCc2ccccc2)nc2c1c(=O)[nH]c(=O)n2C	24*	2	3	11	-8	-1	·	7	2	0

Filtered by structure, the compounds so far with a furan ring, fused or not.
SMILES	PRMT1 inh	rCAG binder	TDP2 inh	TCR-CD3 inh	MBD2 DNA inh	SIAE primary	HTRA1 inhibitor	mABHD4 FP	GC-B act	LEDGF integ inh
Cc1cc(C(=O)NNC(=O)CCC2CCCCC2)c(C)o1	5	1	-9	3	1	·	0	-1	0	-2
O=C(NCc1ccccc1)C(c1ccc(F)cc1)N(Cc1ccco1)C(=O)c1ccccn1 (stereo unspecified)	3	-6	-3	-9	9	-4	-2	-18	-8	-1
